# Bioassay records (PubChem)
# TcdB inh – blocks C. difficile toxin B glycohydrolase activity; inhibition, % at 9.99 µM; 0.24% of 350,000 active; AID 652162; P18177; TcdB glycohydrolase enzymatic assay, plate reader; in the data active = inhibition above about 10%
# * = called active by the depositor. Only part of the results is shown, so the mix of outcomes need not match the whole.
mol	TcdB inh
CCCNC(=O)C[C@@H]1CC[C@@H]2[C@H](COC[C@@H](O)CN2C(=O)Nc2ccccc2OC)O1	-0.4
COc1ccc(-c2cn(CC[C@H]3CC[C@@H](NS(=O)(=O)c4ccccc4C)[C@@H](CO)O3)nn2)cc1	0.4
CC(=O)N[C@H]1CC[C@@H](CC(=O)NCC2CCCCC2)O[C@H]1CO	0.8
C=CC[C@@]12N=C(c3ccc(OCCCO)cc3)O[C@@H]1c1ccccc1CN(C(=O)c1ccccc1)C2=O	0.4
CO[C@@H]1CN(C)C(=O)c2cc(NC(=O)c3ccc4c(c3)OCO4)ccc2OC[C@@H](C)N(CCC(F)(F)F)C[C@@H]1C	0.6
C[C@H]1CN([C@@H](C)CO)C(=O)c2cccc(N(C)C)c2O[C@@H]1CN(C)Cc1ccc(-c2ccccc2)cc1	0.9
C[C@@H]1CN([C@H](C)CO)C(=O)Cc2cc(NS(=O)(=O)c3ccc(Cl)cc3)ccc2O[C@@H]1CN(C)Cc1ccccc1	0.3
Cc1noc(C)c1S(=O)(=O)N(C)C[C@@H]1OCCCC[C@H](C)Oc2ccc(NS(=O)(=O)c3cccs3)cc2C(=O)N([C@H](C)CO)C[C@@H]1C	0.2
OC[C@@H]1[C@@H](c2ccc(-c3cccnc3)cc2)[C@H]2CN(CC3CC3)CCCCN12	0.3
C[C@@H]1CCCCO[C@@H](CN(C)S(C)(=O)=O)[C@@H](C)CN([C@@H](C)CO)C(=O)c2cc(NS(=O)(=O)c3ccc(F)cc3)ccc2O1	-0.2
O=C1C=CCCN1S(=O)(=O)/C=C/c1ccccc1	-0.5
O=C(Nc1ccc2c(c1)[C@H]1C[C@H](CC(=O)N3CCc4ccccc4C3)O[C@@H](CO)[C@H]1O2)C1CCOCC1	-0.7
C[C@@H]1CCCCO[C@@H](CN(C)S(=O)(=O)c2ccc(Cl)cc2)[C@H](C)CN([C@@H](C)CO)C(=O)c2cc(NC(=O)c3ccccc3)ccc2O1	-1.2
CO[C@H]1CN(C)C(=O)c2ccc(NC(=O)Nc3cccc(F)c3)cc2OC[C@@H](C)N(C(=O)Nc2c(C)noc2C)C[C@@H]1C	-0.2
CCCNC(=O)[C@H]1[C@H](CO)[C@H]2Cn3c(ccc(C4=CCCCC4)c3=O)[C@@H]1N2CC	-0.2
C[C@@H](O)C#Cc1ccc([C@H]2[C@H](CO)N3CCCCN(CC4CCOCC4)C[C@@H]23)cc1	-1.0
C[C@@H]1CN([C@H](C)CO)C(=O)c2cc(NS(=O)(=O)c3ccc(F)cc3)ccc2O[C@@H](C)CCCCO[C@H]1CN(C)C(=O)Nc1ccccc1	0.8
Cc1ccc(S(=O)(=O)N(C)C[C@H]2OCCCC[C@@H](C)Oc3ccc(NC(=O)c4ccncc4)cc3C(=O)N([C@@H](C)CO)C[C@@H]2C)cc1	-0.2
Cc1noc(C)c1S(=O)(=O)N(C)C[C@H]1OCCCC[C@@H](C)Oc2ccc(NC(=O)CCCN(C)C)cc2C(=O)N([C@@H](C)CO)C[C@H]1C	-0.4
C[C@@H]1CN([C@H](C)CO)C(=O)c2cc(NC(=O)Cc3ccccc3)ccc2O[C@@H](C)CCCCO[C@H]1CN(C)Cc1ccc(Cl)c(Cl)c1	-2.2
C[C@@H]1CCCCO[C@@H](CN(C)CC2CC2)[C@H](C)CN([C@H](C)CO)C(=O)c2cc(NC(=O)Nc3ccc4c(c3)OCO4)ccc2O1	-1.0
CC(C)OC(=O)N(C)C[C@H]1OCc2ccccc2-c2ccccc2C(=O)N([C@H](C)CO)C[C@@H]1C	-0.4
C/C=C/c1ccc2c(c1)[C@H]1[C@H](CCN1C(=O)c1ccc(F)cc1)[C@H](CO)N2	-4.1
C[C@@H]1CN([C@H](C)CO)C(=O)c2cc(C#CC3(O)CCCC3)cnc2O[C@H]1CN(C)Cc1ccccn1	0.9
CCCN1[C@@H]2Cn3c(ccc(-c4ccccc4F)c3=O)[C@H]1[C@@H](C(=O)NCc1ccccn1)[C@@H]2CO	1.1
CO[C@H]1CN(C)C(=O)c2cc(C#N)ccc2OCC[C@H]2CC[C@@H](OC)[C@H](CN(C)C(=O)[C@@H]1C)O2	-0.9
Cc1noc(C)c1NC(=O)N(C)C[C@@H]1OCCCC[C@@H](C)Oc2ccc(NC(=O)NC(C)C)cc2C(=O)N([C@@H](C)CO)C[C@H]1C	-1.2
O=C(Nc1nccs1)[C@@H]1[C@@H](CO)[C@@H]2Cn3c(cccc3=O)[C@@H]2N1C(=O)C1CC1	0.0
C[C@@H]1CCCCO[C@@H](CN(C)C(=O)c2ccncc2)[C@@H](C)CN([C@H](C)CO)C(=O)c2cc(NS(=O)(=O)c3ccccc3)ccc2O1	-1.2
C[C@H]1CN([C@@H](C)CO)C(=O)Cc2cc(NC(=O)Nc3cccc4ccccc34)ccc2O[C@H]1CN(C)C(=O)Nc1ccc(C(F)(F)F)cc1	0.1

# Reprinted at random: 5 compounds from above
mol	TcdB inh
CCCN1[C@@H]2Cn3c(ccc(-c4ccccc4F)c3=O)[C@H]1[C@@H](C(=O)NCc1ccccn1)[C@@H]2CO	1.1
Cc1noc(C)c1NC(=O)N(C)C[C@@H]1OCCCC[C@@H](C)Oc2ccc(NC(=O)NC(C)C)cc2C(=O)N([C@@H](C)CO)C[C@H]1C	-1.2
CC(C)OC(=O)N(C)C[C@H]1OCc2ccccc2-c2ccccc2C(=O)N([C@H](C)CO)C[C@@H]1C	-0.4
C[C@@H]1CN([C@H](C)CO)C(=O)c2cc(C#CC3(O)CCCC3)cnc2O[C@H]1CN(C)Cc1ccccn1	0.9
C[C@@H]1CCCCO[C@@H](CN(C)CC2CC2)[C@H](C)CN([C@H](C)CO)C(=O)c2cc(NC(=O)Nc3ccc4c(c3)OCO4)ccc2O1	-1.0

# Next structures
mol	TcdB inh
N#C[C@H]1[C@@H](c2ccc(C#CC3(O)CCCC3)cc2)[C@H](CO)N1C(=O)C1CC1	0.2
C[C@H]1CN([C@@H](C)CO)C(=O)c2cc(NC(=O)NC3CCCCC3)ccc2O[C@@H]1CN(C)Cc1ccc(Cl)c(Cl)c1	-1.7
C[C@@H]1CN([C@H](C)CO)C(=O)c2cc(NS(=O)(=O)c3cn(C)cn3)ccc2O[C@H]1CN(C)Cc1ccc(C(F)(F)F)cc1	0.5
COc1cccc(S(=O)(=O)Nc2ccc3c(c2)[C@H]2C[C@H](CC(=O)NC4CCCCC4)O[C@@H](CO)[C@H]2O3)c1	-0.4
O=C(C[C@H]1C[C@@H]2c3cc(NS(=O)(=O)c4ccc(F)cc4)ccc3O[C@@H]2[C@@H](CO)O1)NCc1ccc(-c2ccccc2)cc1	-0.6
O=C(C[C@@H]1CC[C@H]2[C@@H](COC[C@H](O)CN2Cc2nccs2)O1)NCc1ccc(Cl)cc1	0.5
CCCN(C)C[C@@H]1OCCCC[C@H](C)Oc2ccc(NS(=O)(=O)c3ccc(C)cc3)cc2C(=O)N([C@H](C)CO)C[C@@H]1C	-0.3
Cc1ccccc1-c1cnc2c(c1)C(=O)N([C@H](C)CO)C[C@@H](C)[C@H](CN(C)Cc1cccnc1)O2	0.4
C[C@H]1CN([C@@H](C)CO)S(=O)(=O)c2ccc(C#Cc3ccccn3)cc2O[C@H]1CN(C)Cc1cccc(F)c1	-2.0
CCC(=O)N(C)C[C@H]1Oc2cc(-c3ccccc3C)ccc2S(=O)(=O)N([C@H](C)CO)C[C@H]1C	2.5
COc1ccc(S(=O)(=O)Nc2ccc3c(c2)C(=O)N([C@H](C)CO)C[C@H](C)[C@@H](CN(C)S(C)(=O)=O)OCCCC[C@H](C)O3)cc1	-0.2
C[C@@H]1CN([C@H](C)CO)C(=O)c2cc(C#Cc3ccccc3)cnc2O[C@@H]1CN(C)C(=O)c1ccccn1	0.9
CN(C)CC(=O)N[C@@H]1C=C[C@@H](CC(=O)NCc2ccc(Cl)cc2)O[C@@H]1CO	1.2
O=C(C[C@H]1CC[C@H](NC(=O)Cc2cccnc2)[C@@H](CO)O1)Nc1ccccc1	0.6
C[C@@H]1CCCCO[C@H](CN(C)C(=O)Nc2ccc(F)cc2)[C@@H](C)CN([C@@H](C)CO)C(=O)c2cc(NC(=O)NC3CCCCC3)ccc2O1	-0.2
C[C@H](CO)N1C[C@H](C)[C@H](CN(C)C(=O)Nc2ccccc2)Oc2c(cccc2N(C)C)C1=O	-0.1
CC(C)NC(=O)Nc1ccc2c(c1)C(=O)N([C@H](C)CO)C[C@H](C)[C@H](CN(C)C(=O)Nc1ccc(C(F)(F)F)cc1)OCCCC[C@H](C)O2	0.1
COc1ccc(S(=O)(=O)Nc2ccc3c(c2)C(=O)N([C@H](C)CO)C[C@@H](C)[C@@H](CN(C)Cc2ccc(Cl)c(Cl)c2)O3)cc1	0.2
C[C@@H]1CCCCO[C@H](CN(C)C(=O)Nc2ccccc2)[C@H](C)CN([C@H](C)CO)C(=O)c2cc(NC(=O)NC3CCCCC3)ccc2O1	-0.2
Cc1noc(C)c1NC(=O)Nc1ccc2c(c1)C(=O)N([C@H](C)CO)C[C@@H](C)[C@H](CN(C)Cc1ccc(-c3ccccc3)cc1)O2	0.9
COc1ccccc1NC(=O)N1CCCCN2[C@H](CO)[C@H](c3ccc(-c4ccc(C)cc4)cc3)[C@H]2C1	0.6
COCCNC(=O)C[C@@H]1C[C@@H]2c3cc(NC(=O)C4CCC4)ccc3O[C@@H]2[C@@H](CO)O1	-2.2
CCC(=O)N[C@H]1CC[C@@H](CCn2cc(-c3cccc(OC)c3)nn2)O[C@@H]1CO	-1.1
COc1ccc(NC(=O)N(C)C[C@@H]2Oc3ccc(NC(=O)Nc4ccccc4)cc3C(=O)N([C@@H](C)CO)C[C@H]2C)cc1	0.8
CNC[C@H]1Oc2c(NS(C)(=O)=O)cccc2C(=O)N([C@@H](C)CO)C[C@H]1C	-0.2
C[C@H](O)C#Cc1ccc2c(c1)O[C@H](CN(C)Cc1ccccc1)[C@H](C)CN([C@@H](C)CO)S2(=O)=O	-0.2
O=C(C[C@@H]1CC[C@@H]2[C@H](COC[C@H](O)CN2S(=O)(=O)c2ccc(F)cc2)O1)NCc1ccncn1	-0.2
O=C(NCC[C@@H]1CC[C@@H](NS(=O)(=O)c2ccccc2)[C@H](CO)O1)c1ccccc1F	0.4
CS(=O)(=O)N1CC(=O)N2[C@H](C1)[C@H](c1ccc(C#Cc3cccc(F)c3)cc1)[C@@H]2CO	1.1
C[C@@H]1CN([C@H](C)CO)S(=O)(=O)c2ccc(C#CCC3CCCC3)cc2O[C@@H]1CN(C)C(=O)c1cnccn1	-5.0

# 3 entries already listed, arranged by heavy-atom count, highest first:
mol	TcdB inh
C[C@H]1CN([C@@H](C)CO)S(=O)(=O)c2ccc(C#Cc3ccccn3)cc2O[C@H]1CN(C)Cc1cccc(F)c1	-2.0
CS(=O)(=O)N1CC(=O)N2[C@H](C1)[C@H](c1ccc(C#Cc3cccc(F)c3)cc1)[C@@H]2CO	1.1
O=C(C[C@H]1CC[C@H](NC(=O)Cc2cccnc2)[C@@H](CO)O1)Nc1ccccc1	0.6

# More compounds:
mol	TcdB inh
COc1ccc(S(=O)(=O)N2CC[C@@H]3[C@H](CO)N(C)c4ccc(-c5ccc(F)cc5)cc4[C@@H]32)cc1	1.0
COc1ccc(S(=O)(=O)Nc2ccc3c(c2)C(=O)N([C@@H](C)CO)C[C@@H](C)[C@@H](CN(C)S(C)(=O)=O)OCCCC[C@@H](C)O3)cc1	-1.9
C[C@H]1CN([C@@H](C)CO)C(=O)c2cc(NS(=O)(=O)c3ccccc3)ccc2O[C@@H]1CN(C)Cc1ccc(C(=O)O)cc1	0.2
C[C@@H]1CCCCO[C@@H](CN(C)S(=O)(=O)c2cn(C)cn2)[C@H](C)CN([C@@H](C)CO)C(=O)c2cc(NC(=O)c3ccccc3)ccc2O1	-1.2
C/C=C/c1ccccc1[C@H]1[C@H](C#N)N(C(=O)c2cccnc2)[C@H]1CO	-0.6
C[C@@H]1CN([C@@H](C)CO)C(=O)Cc2cc(NC(=O)Nc3cccc4ccccc34)ccc2O[C@H]1CN(C)C(=O)Nc1cccc2ccccc12	-1.9
CO[C@@H]1CN(C)C(=O)c2ccc(NC(C)=O)cc2OC[C@@H](C)N(C(=O)C2CCC2)C[C@H]1C	1.3
COc1ccc2c3c(n(C)c2c1)[C@H](CO)N(Cc1cccnc1)CC31CN(C(=O)c2cccnc2)C1	-2.1
C[C@H]1CCCCO[C@H](CN(C)C(=O)C2CCCCC2)[C@@H](C)CN([C@@H](C)CO)C(=O)c2cc(NS(=O)(=O)c3ccc(Cl)cc3)ccc2O1	1.3
C[C@@H]1CN([C@@H](C)CO)C(=O)CCCn2cc(nn2)CO[C@@H]1CN(C)C(=O)Nc1ccc(N2CCCCC2)cc1	-4.5
C[C@@H]1CN([C@@H](C)CO)C(=O)c2cc(-c3ccc(C(=O)N(C)C)cc3)cnc2O[C@H]1CN(C)Cc1ccc(C(=O)O)cc1	0.2
COc1cccc(C(=O)Nc2ccc3c(c2)C(=O)N(C)[C@@H]2CC[C@H](CC(=O)N[C@@H](C)c4ccccc4)O[C@@H]2CO3)c1	0.6
COc1ccc(S(=O)(=O)Nc2ccc3c(c2)C(=O)N([C@@H](C)CO)C[C@H](C)[C@H](CN(C)C(=O)Nc2c(C)noc2C)O3)cc1	0.6
C[C@H]1CN([C@@H](C)CO)S(=O)(=O)c2ccc(C#Cc3ccccc3F)cc2O[C@@H]1CN(C)C(=O)Cc1ccccc1	-1.0
C[C@@H]1CN([C@H](C)CO)C(=O)c2cc(C#CC3(O)CCCC3)cnc2O[C@H]1CN(C)C(=O)C1CCOCC1	0.3
C[C@@H]1CN([C@@H](C)CO)C(=O)c2cc(NS(=O)(=O)c3cn(C)cn3)ccc2O[C@H]1CN(C)C(=O)Nc1ccc2c(c1)OCO2	-0.1
CC(C)NC(=O)N(C)C[C@H]1Oc2ccc(NC(=O)C3CCCCC3)cc2CC(=O)N([C@@H](C)CO)C[C@@H]1C	-0.1
OC[C@@H]1CC[C@@H]2O[C@H](CCc3ccc(C#CCc4ccccc4)cc3)[C@H](n3cc(-c4ccccc4)nn3)C[C@@H]2O1	0.6
